Bioassay records as filed in PubChem.
Rab2A wt mod = changes GTP binding to wildtype dog Rab2A, up or down | P61105 | GST-Rab2 wt beads, Bodipy-GTP binding, flow cytometry | GTP binding activity, % at 10 µM | hit rate 0.19% among 190,000 | AID 760;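 active = GTP binding activity at least 20 points away from 100%, either lowered or raised; inconclusive = signal likely due to the compound's own green fluorescence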;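 also: 0% = beads with excess unlabeled GTP and 100% = no-compound control corrected for plate trend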
Cdc42 wt GTP = human Cdc42 wildtype GTP binding change, either direction; percent activity (GTP binding), % at 10 µM; hit rate 0.2% among 190,000; P60953; AID 761; GST-Cdc42 beads, Bodipy-GTP binding, flow cytometry; actives lie on both sides;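 active = percent activity GTP binding at least 20 points away from the 100% baseline, either down as inhibitor or up as activator; inconclusive = compound flagged as likely green fluorescent from well-wide comparison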;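 also: median bead fluorescence of bound Bodipy-FL-GTP at 100 nM; 0% = excess unlabeled GTP control and 100% = no compound control; below 100% means less GTP binding so inhibitor and above means activator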
Target sequence (P60953 whole entry, looked up): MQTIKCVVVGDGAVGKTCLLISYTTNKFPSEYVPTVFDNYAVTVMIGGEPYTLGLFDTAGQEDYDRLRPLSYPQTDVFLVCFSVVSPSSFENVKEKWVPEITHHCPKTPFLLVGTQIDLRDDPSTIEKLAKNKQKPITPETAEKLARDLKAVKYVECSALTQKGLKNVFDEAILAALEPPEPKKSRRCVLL
Bim-Mcl-1 = disrupts Bim peptide binding to human Mcl-1; Bead-based flow cytometry, Bim peptide-Mcl-1 binding; inhibition, % at 10 µM; hit rate 0.1% among 190,000; AID 1009; in the data active = inhibition above about 40%;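 also: 0% = no compound tracer wells and 100% = peptide blocker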
Target sequence (Q07820 whole entry, looked up): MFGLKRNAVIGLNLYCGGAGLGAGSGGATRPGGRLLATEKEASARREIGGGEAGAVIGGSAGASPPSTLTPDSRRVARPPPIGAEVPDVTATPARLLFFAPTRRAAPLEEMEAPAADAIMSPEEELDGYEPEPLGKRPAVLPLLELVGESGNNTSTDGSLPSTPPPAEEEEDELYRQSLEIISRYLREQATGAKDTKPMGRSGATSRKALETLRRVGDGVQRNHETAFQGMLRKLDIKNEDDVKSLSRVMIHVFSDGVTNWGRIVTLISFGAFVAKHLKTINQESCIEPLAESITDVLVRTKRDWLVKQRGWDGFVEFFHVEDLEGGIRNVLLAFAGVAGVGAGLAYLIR
Rab7 wt modul = modulators of GTP binding to dog Rab7 wildtype GTPase; AID 758; hit rate 0.055% among 190,000; GST-Rab7 beads, fluorescent GTP binding, flow cytometry; actives lie on both sides; untreated = 100%, excess cold GTP = 0%; GTP binding activity (percent of control), % at 10 µM;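 active = fluorescent GTP binding to Rab7 beads changed by at least 20 points from the 100% baseline, either direction, mostly lower; inconclusive = compound itself probably fluorescent, or too few beads counted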;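 also: median green fluorescence of bound Bodipy-FL-GTP per Rab7 bead population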
HRas wt GTP = changes GTP binding to wildtype human HRas | AID 759 | hit rate 0.14% among 190,000 | P01112 | GTP binding activity, % at 10 µM | GST-Ras wt beads, Bodipy-FL-GTP binding, flow cytometry; actives lie on both sides;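 active = GTP binding activity at least 20% away from the 100% baseline, either lowered as inhibitor or raised as activator; inconclusive = flagged as likely green fluorescent, judged across all proteins in the well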;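 also: 0% = unlabeled GTP competition control and 100% = no-compound control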
Target sequence (P01112 whole entry, looked up): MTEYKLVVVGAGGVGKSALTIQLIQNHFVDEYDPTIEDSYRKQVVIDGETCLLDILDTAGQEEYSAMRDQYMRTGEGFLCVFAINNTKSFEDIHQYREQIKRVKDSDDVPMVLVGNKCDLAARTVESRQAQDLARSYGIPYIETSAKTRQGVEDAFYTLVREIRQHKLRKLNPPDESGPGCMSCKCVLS
RGS8-Gao = regulators of human RGS8-Galphao interaction | multiplexed bead flow cytometry, RGS8-Galphao binding; actives lie on both sides | response (percent of control binding), % at 10 µM | hit rate 0.34% among 220,000 | P09471; in the data active = response below about 60% or above about 140%; inactive = in between;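 also: Galphao activated as the GDP aluminium fluoride complex binding bead-coupled RGS8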
Rac1 wt modul = human Rac1 wildtype GTP binding, inhibitors and activators | P63000 | GST-Rac1 beads, fluorescent GTP binding, flow cytometry; actives lie on both sides; 0 = cold GTP competed, 100 = untreated | GTP binding activity (% of control), % at 10 µM | hit rate 0.27% among 190,000 | AID 757;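 active = GTP binding activity at least 20 points away from the 100% control level, either lower or higher; inconclusive = compound flagged as likely green fluorescent, judged across all proteins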
Mcl1-Bid inh = Mcl-1/Bid interaction inhibition | Q07820 | TR-FRET Mcl-1/Bid-Dy647 peptide binding, 1536-well | inhibition, % at 21.7 µM | hit rate 0.97% among 220,000 | AID 1021;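 active = compounds that cut the binding signal by more than half at the single screening dose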;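 also: His-tagged Mcl-1 with europium anti-His antibody binding Bid BH3 peptide; 0% = Mcl-1 plus peptide wells and 100% = peptide-only wells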
Mcl1 Noxa PPI = Mcl-1/Noxa interaction inhibition; Q07820; TR-FRET Mcl-1/Noxa peptide binding, 2 h; inhibition, % at 21.7 µM; hit rate 1.5% among 220,000;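 active = compounds that cut the protein-peptide binding signal by more than 50% relative to plate controls in a single-dose test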;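 also: His-tagged Mcl-1 with rhodamine Noxa BH3 peptide and terbium anti-His antibody; 0% = Mcl-1 plus Noxa peptide wells and 100% = peptide-only wells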
Pf gametocyte = kills late stage P. falciparum gametocytes; P. falciparum stage V gametocytes, ATP luminescence, 24 h; inhibition, % at 10.9 µM; hit rate 0.065% among 150,000; AID 743093;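 active = inhibition above the mean plus 3 SD of compounds within the control limits, set per campaign, cut at about 38% in these data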;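 also: 0% = DMSO wells and 100% = medium only without gametocytes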
Rac1 act GTP bind = human Rac1 activated mutant GTP binding change; P63000; GST-Rac1 activated beads, fluorescent GTP binding, flow cytometry; actives lie on both sides; 100% means binding = to untreated wells; percent activity (GTP binding), % at 10 µM; hit rate 0.11% among 190,000; AID 764;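 active = GTP binding at least 20 percentage points away from the 100% baseline, in either direction, so actives lie on both sides; inconclusive = Compound likely fluorescent itself, or too few beads counted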
Active calls of the source: *; ? = inconclusive; / = no result given.

SMILES	Rab2A wt mod	Cdc42 wt GTP	Bim-Mcl-1	Rab7 wt modul	HRas wt GTP	RGS8-Gao	Rac1 wt modul	Mcl1-Bid inh	Mcl1 Noxa PPI	Pf gametocyte	Rac1 act GTP bind
CCOC(=O)Nc1ccc(Oc2ccccc2)cc1	99	99	-1	103	101	100	101	-15	17	18	94
COc1ccc(Nc2nc3c(C)cccn3c(=O)c2C=NCc2ccccc2)cc1	101	99	-3	103	100	99	103	-4	6	10	98
COc1cc(OC)cc(-c2nc3nc(C)c(CCC(=O)NCC(OC)OC)c(C)n3n2)c1	98	99	2	99	100	100	106	-22	-12	1	97
Brc1ccc(CSc2ccc(-c3ccco3)nn2)cc1	101	100	-1	106	101	97	101	-16	6	/	98
O=C1CCC(=O)N1CNc1ccc(Oc2ccccc2)cc1	98	99	-3	99	99	94	99	-57	9	/	96
Cc1c(/C=N\NC(=O)c2c[nH]c3ccccc23)cnn1C	100	105	3	107	97	101	95	-47	-4	/	98
Cc1ccc(Sc2nc([N+](=O)[O-])nn2C)cc1	98	101	-5	98	99	99	103	7	-1	/	98
CCOc1cc(/C=C2\C(=O)N(CCC#N)N=C2C)ccc1OCC(N)=O	96	97	1	95	96	101	98	-39	8	0	95
CSc1ccccc1NC(=O)Cn1nc([N+](=O)[O-])c(Cl)c1C	95	94	0	100	94	98	99	-41	-1	-15	98
Cc1cc(C)cc(N(C(=O)CCC(=O)Nc2cc(C)on2)C(C(=O)NC2CCCC2)c2ccco2)c1 (stereo not given)	?	?	0	?	?	102	?	11	-17	25	?
CCCn1c(N2CCN(C(=O)Nc3ccc(Cl)cc3)CC2)nc2ccccc21	99	96	-1	107	100	98	99	-15	10	4	97
O=C1/C(=C/c2ccccc2)SC(=S)N1N1C(=O)C2CC2C1=O (stereo not given)	94	96	0	93	96	103	96	-36	6	-18	93
CCC(=O)NNC(=O)c1c(O)c2ccccc2[nH]c1=O	97	94	2	103	96	103	92	-15	-29	-24	94
CCN1C(=O)c2n[nH]c(C(=O)OC)c2C1=O	95	94	-1	98	97	118	94	8	15	16	96
O=C(Cn1c2ccc(F)cc2c2nc3n(c(=O)c21)CCS3)Nc1ccc(Cl)cc1F	?	?	-1	?	?	104	?	17	-38	18	?
COc1ccc(-c2cc(C(=O)N3CCN(c4ccccc4)CC3)no2)cc1OC	100	102	-1	101	101	100	106	5	8	-17	100
COCCn1c(N)c(N(Cc2ccccc2)C(=O)c2ccc3ccccc3c2)c(=O)[nH]c1=O	101	99	-1	104	101	103	101	-19	8	-16	97
O=C1CCCC(=O)C1=C1SCCS1	103	108	-3	103	103	82	106	-5	14	-12	102
Cc1cc(C(=O)NN)c(C)o1	97	98	0	99	97	100	98	-61	7	3	98
CC1CCc2c(C(=O)Nc3nccs3)csc2C1 (stereo not given)	102	98	0	101	101	97	100	4	27	10	101
Cc1ccc(N/N=C/c2ccc(N3CCOCC3)cc2)cc1C	98	101	1	95	98	103	104	-17	0	/	100
Cn1cc([N+](=O)[O-])c(C(=O)NCc2cc3cc(Cl)ccc3[nH]2)n1	99	103	0	95	97	104	105	-7	14	/	100
CCCCNc1nc2ccccc2nc1NS(=O)(=O)c1cccs1	95	93	1	97	96	105	93	10	-9	/	93
O=C(CCCSc1nnc(SCCCC(=O)c2ccc(F)cc2)s1)c1ccc(F)cc1	95	99	1	95	98	93	99	-6	8	/	95
CCCCCOC(=O)Nc1ccc(S(=O)(=O)Nc2cccc([N+](=O)[O-])c2)cc1	99	97	23	101	100	107	106	-14	6	6	101
CCCc1ccc(OCc2nc(-c3ccc(NC(=O)c4ccco4)cc3)no2)cc1	100	103	-6	100	101	101	111	60*	7	/	102
COc1ccc(OC)c(NC(=O)COC(=O)c2nc(Cl)ccc2Cl)c1	95	94	-1	96	96	103	98	-15	16	5	95
Cc1ccc(C(=O)CCC(=O)Nc2ccc(Cl)c(S(=O)(=O)Nc3cccc(Cl)c3)c2)cc1	91	91	7	96	93	107	95	7	5	/	96
Cc1sc2ncn(CC(=O)NCCN3CCOCC3)c(=O)c2c1S(=O)(=O)N1CCC(C)CC1	101	101	-1	101	104	105	105	-27	3	-9	99
CSc1nnc(C)c(=O)n1COC(=O)COc1ccccc1	94	97	-6	98	96	106	96	-11	2	-1	99

Arranged by value in RGS8-Gao (largest number first): some entries from above.
molecule | RGS8-Gao
CCCc1ccc(OCc2nc(-c3ccc(NC(=O)c4ccco4)cc3)no2)cc1 | 101
CC1CCc2c(C(=O)Nc3nccs3)csc2C1 (stereo not given) | 97
O=C(CCCSc1nnc(SCCCC(=O)c2ccc(F)cc2)s1)c1ccc(F)cc1 | 93

Next results.
SMILES	Rab2A wt mod	Cdc42 wt GTP	Bim-Mcl-1	Rab7 wt modul	HRas wt GTP	RGS8-Gao	Rac1 wt modul	Mcl1-Bid inh	Mcl1 Noxa PPI	Pf gametocyte	Rac1 act GTP bind
COc1ccc(-n2c(Cc3ccccc3)nnc2SCC(=O)N2CCCc3ccccc32)cc1	97	97	-2	96	97	98	102	-11	8	/	97
COc1ccc(OC)c(NC(=O)c2ccc(S(=O)(=O)N3CCN(C)CC3)cc2)c1	96	96	-4	96	98	107	94	7	7	-27	95
CCN(CC)C(=O)N1CCN(C(=O)c2ccc(C)cn2)CC1	102	103	1	105	102	99	102	-4	1	/	100
O=C(N/N=C/c1cc(Br)ccc1O)Nc1ccccc1	98	98	0	97	98	95	100	-9	23	-8	98
CC1Oc2ccccc2N(CC(=O)Nc2ccc3c(c2)OCCO3)C1=O (stereo not given)	99	101	1	101	102	102	103	-34	-9	7	98
CCOc1ccc(Br)cc1C1C(C(=O)OC)=C(N)Oc2cc(N(C)C)ccc21 (stereo not given)	104	105	-1	104	104	100	114	-15	5	/	99
Cc1ccc(S(=O)(=O)NNC(=O)C(O)(c2ccccc2)c2ccccc2)cc1	101	105	-3	100	102	97	105	-14	-1	-6	101
COC(=O)c1cc(NC(=O)Cc2ccc(OC)c(OC)c2)cc(C(=O)OC)c1	102	103	-4	101	103	102	101	-20	18	8	100
C/C(CC(=O)Nc1ccc(C)cc1C)=N\NC(=O)C(C)C	95	97	0	93	93	101	98	-1	9	-16	98
CC(=O)c1cccc(N(C(=O)CNC(=O)c2ccco2)C(C(=O)NCc2ccco2)c2ccccc2)c1 (stereo not given)	98	96	0	103	99	102	98	-17	1	-11	97
CCOC(=O)c1ccccc1NC(=O)c1ccc(N(C)S(C)(=O)=O)cc1	99	98	0	100	100	101	98	-3	-4	24	94
O=C(COc1c(Cl)cc(Cl)cc1Cl)c1ccc(Cl)cc1	102	102	0	102	102	105	105	-16	-2	/	100
Cc1ccc(C(=O)N/N=C\c2ccc(OC(=O)c3cccs3)cc2)cn1	94	95	-7	97	95	102	98	4	13	12	96
Cc1c(OCC(=O)OC(C)C)ccc2c3c(c(=O)oc12)CCC3	96	95	0	98	95	94	96	0	7	-12	95
Cc1ccc(C(=O)NNC(=S)NC(=O)c2ccc(Cl)cc2)cc1	98	99	0	102	99	99	98	-153	-77	11	94
C=CCn1c(=O)c2c3c(sc2n2c(Nc4ccc(OC)cc4)nnc12)CCCC3	93	92	-4	93	95	99	90	-31	/	/	92
Cc1ccnc(N2C(=O)OC(C)(C)C2(C)O)c1 (stereo not given)	?	?	-4	?	?	104	?	3	10	6	?
CCOC(=O)/C(N=Nc1ccc(C(=O)O)cc1[N+](=O)[O-])=C(\C)O	97	92	1	102	98	98	97	-14	18	-17	95
Cc1cccc(NCC(=O)N/N=C\c2ccccn2)c1	98	95	0	95	97	101	101	-22	17	9	96
COc1cc(NC(=O)Cc2ccc([N+](=O)[O-])cc2)c(C(=O)O)cc1OC	89	92	-3	95	94	100	93	8	6	12	94
CCc1nc2ccccc2n1CCc1ccccc1	97	95	4	95	98	98	100	-27	5	11	95
CCOC(=O)c1c(CN2CCCCC2C)oc2ccc(OC)cc12 (stereo not given)	96	94	0	91	94	93	94	9	5	-1	95
CCc1c(C)sc(NC(=O)OC)c1C(=O)N1CCCCC1	100	98	-5	99	98	97	105	8	16	-2	101
CC(C)CNC(=O)c1ccccc1SCC(=O)NC12CC3CC(CC(C3)C1)C2	101	96	-3	103	100	68	103	-12	8	/	97
Cc1ccc(N(CCC#N)C(=O)CN2C(=O)NC(Cc3ccccc3)C2=O)cc1 (stereo not given)	101	99	0	105	99	102	102	-7	4	7	95
COc1cccc(NCCC(=O)c2cccc([N+](=O)[O-])c2)c1	96	98	0	102	97	100	98	-40	21	-19	95

Some entries already given, showing only Mcl1 Noxa PPI, Cdc42 wt GTP and Bim-Mcl-1:
SMILES | Mcl1 Noxa PPI | Cdc42 wt GTP | Bim-Mcl-1
CCc1c(C)sc(NC(=O)OC)c1C(=O)N1CCCCC1 | 16 | 98 | -5
CC(C)CNC(=O)c1ccccc1SCC(=O)NC12CC3CC(CC(C3)C1)C2 | 8 | 96 | -3
Cc1ccc(N(CCC#N)C(=O)CN2C(=O)NC(Cc3ccccc3)C2=O)cc1 (stereo not given) | 4 | 99 | 0

Whole records as entered above. Values in the order: Rab2A wt mod, Cdc42 wt GTP, Bim-Mcl-1, Rab7 wt modul, HRas wt GTP, RGS8-Gao, Rac1 wt modul, Mcl1-Bid inh, Mcl1 Noxa PPI, Pf gametocyte, Rac1 act GTP bind
Cc1ccnc(N2C(=O)OC(C)(C)C2(C)O)c1 (stereo not given) is entered as ?, ?, -4, ?, ?, 104, ?, 3, 10, 6, ?
CCOC(=O)/C(N=Nc1ccc(C(=O)O)cc1[N+](=O)[O-])=C(\C)O is entered as 97, 92, 1, 102, 98, 98, 97, -14, 18, -17, 95

This is a random part of the collection; 2.9% or so of the library scored in one or more.
